Screens deposited in PubChem BioAssay by National Center for Advancing Translational Sciences (NCATS).
BRCA1 expr act: qHTS Assay to Identify Small Molecule Activators of BRCA1 Expression | MCF7-BRCA1-FFLuc reporter, luminescence, 48 h; response scale: scaled: vehicle 0%, 10 µM genistein 100% | Potency, µM (titrated, usually from 46.1 µM), for inactives: at the top dose activation, hits mostly activators | 380,000 tested, 1.1% active; also: potency is read from the fitted curve at half-maximal effect; nearly all actives have a fitted effect of over 80% in size; some results filed as inactive show a strong effect at the top dose
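MCF7-BRCA1-FFLuc, 2000 cells/well; 2 h attach, 37 °C/5% CO2; compound 48 h; luciferase substrate 15 min; luminescence end-point. Norm. to genistein 10 microM max activation and DMSO; concentration-response curves fitted.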
Integrin act MD: qHTS for Activators of Integrin-Mediated Alleviation for Muscular Dystrophy | AID 624291, 2012 | 350,000 tested, 0.064% active | Potency, µM (titrated, usually from 38.3 µM), for inactives: at the highest dose activation, hits mostly activators | alpha7betagal myoblasts, beta-gal FDG fluorescence, 48 h;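 also: potency is read from the fitted curve at half-maximal effect; 100% = response of the positive control SU9516; nearly all actives have a fitted effect of over 60% in size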
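Alpha7betagal+/- myoblasts (passage 13) were plated 16-24 hr, then exposed to compounds (1:260 dilution of DMSO stock) for 48 hours at 37C. After MPER lysis, β-galactosidase reporter activity was read as FDG fluorescence (ex 480/em 540) after 30 minutes.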
Eya2 inh: qHTS Assay for Inhibitors of the Phosphatase Activity of Eya2; Protein phosphatase EYA2 (Homo sapiens), O00167; recombinant Eya2, OMFP fluorescence dephosphorylation (OMFP is methylfluorescein phosphate); Potency, µM (doses to about 76.9 µM), without a hit: at the highest dose activity, negative = inhibition, most hits filed as inhibitors; 330,000 tested, 0.006% active; AID 488837, 2010; also: potency is read from the fitted curve at half-maximal effect; % is scaled to controls: 0 for no effect and ±100 for the full control effect
Target sequence (O00167 whole entry, looked up): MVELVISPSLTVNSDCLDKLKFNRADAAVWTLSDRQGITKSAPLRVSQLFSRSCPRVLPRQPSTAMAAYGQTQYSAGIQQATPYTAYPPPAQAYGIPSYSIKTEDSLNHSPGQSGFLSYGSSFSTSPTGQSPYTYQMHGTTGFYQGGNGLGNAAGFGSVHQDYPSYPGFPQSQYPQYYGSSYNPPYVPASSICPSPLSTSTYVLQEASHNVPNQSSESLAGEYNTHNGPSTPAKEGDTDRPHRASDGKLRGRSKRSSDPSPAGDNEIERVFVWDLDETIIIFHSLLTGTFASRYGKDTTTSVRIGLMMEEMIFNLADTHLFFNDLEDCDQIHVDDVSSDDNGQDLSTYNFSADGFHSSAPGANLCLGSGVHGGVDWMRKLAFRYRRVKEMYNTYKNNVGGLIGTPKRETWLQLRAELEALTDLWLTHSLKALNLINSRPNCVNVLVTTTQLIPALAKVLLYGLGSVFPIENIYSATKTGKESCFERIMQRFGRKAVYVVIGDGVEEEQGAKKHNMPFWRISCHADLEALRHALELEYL
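Eya2 (0.2 uM) preincubated 10 min at ambient with compound, then OMFP substrate added at 50 uM; 10 min reaction in 50 mM HEPES pH 7.5, 50 mM NaCl, 5 uM MgCl2, 0.05% BSA, 1 mM DTT. Fluorescence read at Ex 485/Em 525 nm.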
TRPV1 agonist: HTS Assay for Compounds that Act as Agonists of the Vanilloid Receptor 1. Transient receptor potential cation channel subfamily V member 1 (Homo sapiens), Q8NER1. TRPV1-expressing cells, Fluo-8 calcium influx, agonist mode. 320,000 tested, 0.19% active. AID 540275, 2011. activation, % at 8.33 µM; in the data active = activation above about 80%; also: 0% is about no effect
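Cells expressing TRPV1 were dye-loaded with Fluo-8 and read kinetically: 10 s baseline, 3 min after compound (agonist portion), then 2 min after EC20 capsaicin (allosteric enhancer portion). Calcium-bound dye fluorescence at 480/520 nm.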
The depositor's hits bear a star; . = no result given; [ ] = dose if it differs, or a comment. Unless noted, calls follow the shape of the dose curve; as a rule, active = well fitted curve in the direction sought with a large enough effect; inconclusive = small, poorly fitted or top-dose-only effect, or another doubt; inactive = no such curve, though single readings can be large; an effect the other way counts as inactive or inconclusive.

SMILES,BRCA1 expr act,Integrin act MD,Eya2 inh,TRPV1 agonist
CO[C@H]1C=CCCC=CC(=O)O[C@H]([C@H](C)C(=O)CCCC2CC(=O)NC(=O)C2)C(C)=C[C@@H](C)[C@@H]1O,-34%,.,.,.
Cc1cc(Br)cn2c(CC(=O)N3CCCCC3)c(-c3ccc(F)cc3)nc12,-2%,.,.,.
CCOC(=O)[C@]12Cc3cc(C)ccc3[C@H]1N(Cc1ccccc1)C(=O)c1cc(OC)ccc12,-65%,.,.,.
O=C(Nc1ccc(F)c([N+](=O)[O-])c1)c1cccn(Cc2ccccc2)c1=O,18%,.,.,.
CCOC(=O)[C@]12Cc3cc(Cl)ccc3[C@H]1N(C)C(=O)c1cc(OC)ccc12,-38%,.,.,.
CCOC(=O)c1ccc(NC(=O)CSc2nc3c(cc2C#N)N2CCC3CC2)cc1,7%,.,.,.
N#Cc1cc2c(nc1SCC(=O)Nc1cccc(F)c1)C1CCN2CC1,52%,.,.,.
O=S(=O)(c1cc(Cl)cc(Cl)c1)N1Cc2cc(-c3cccc(F)c3)ccc2-n2nncc2C1,0%,.,.,.
c1cc2c3c(cccc3c1)CC2,-2%,.,.,.
Cn1nc(-c2ccccc2)nc2c(=O)n(C)c(=O)nc1-2,-78%,.,.,.
O=c1[nH]c2ccccc2n1C1CCN(C(c2ccccc2OC(F)(F)F)c2nnnn2-c2ccc3c(c2)OCCO3)CC1 (centres undefined),-69%,.,.,.
COc1ccc(OCC(=O)N2CCN(Cc3cc(=O)n4nc(-c5ccccc5C)sc4n3)CC2)cc1,-20%,.,.,.
O=C1NCN(c2ccccc2)C12CCN(C(c1cccs1)c1nnnn1C1CCCCC1)CC2 (centres undefined),-39%,.,.,.
CCOC(=O)[C@]12Cc3cc(Cl)ccc3[C@H]1N(Cc1ccccc1)C(=O)c1cc(OC)ccc12,-73%,.,.,.
COc1ccc(-c2ccc3c(c2)CN(C(=S)NCCc2ccccc2)Cc2cnnn2-3)cc1,-2%,.,.,.
O=C(CCc1ccccc1)N1Cc2cc(-c3ccccc3)ccc2-n2nncc2C1,-25%,.,.,.
O=C1NCN(c2ccccc2)C12CCN(C(c1cccc3ccccc13)c1nnnn1-c1ccc3c(c1)OCCO3)CC2 (centres undefined),-42%,.,.,.
CNC(=O)O/N=C/C(C)(C)S(C)=O (centres undefined),16%,.,.,.
O=C1NCN(c2ccccc2)C12CCN(C(c1cc3ccccc3o1)c1nnnn1Cc1ccccc1)CC2 (centres undefined),-43%,.,.,.
CC(N)c1cccc(Cl)c1Cl (centres undefined),13%,.,-2%,.
COC[C@H]1OC(=O)c2coc3c2[C@@]1(C)C1=C(C3=O)C2CCC(=O)[C@@]2(C)C[C@H]1OC(C)=O (some centres undefined),-58%,.,-2%,.
Cc1ccc2scc(N3CCN(C)CC3)c(=O)c2c1,79%,.,.,1
C[C@@H]1CN([C@@H](C)CO)C(=O)c2c(c3ccccc3n2C)-c2ccccc2CO[C@H]1CN(C)C(=O)[C@H](C)c1ccccc1,-46%,-55%[inhibitor],.,.
Fc1ccccc1CN1Cc2ccccc2-n2nncc2C1,2%,-2%,.,.

4 of the compounds above, as labelled records.
> O=C1NCN(c2ccccc2)C12CCN(C(c1cccs1)c1nnnn1C1CCCCC1)CC2 (centres undefined)
- BRCA1 expr act = -39%
- Integrin act MD = .
- Eya2 inh = .
- TRPV1 agonist = .
> CCOC(=O)[C@]12Cc3cc(Cl)ccc3[C@H]1N(Cc1ccccc1)C(=O)c1cc(OC)ccc12
- BRCA1 expr act = -73%
- Integrin act MD = .
- Eya2 inh = .
- TRPV1 agonist = .
> COc1ccc(-c2ccc3c(c2)CN(C(=S)NCCc2ccccc2)Cc2cnnn2-3)cc1
- BRCA1 expr act = -2%
- Integrin act MD = .
- Eya2 inh = .
- TRPV1 agonist = .
> O=C(CCc1ccccc1)N1Cc2cc(-c3ccccc3)ccc2-n2nncc2C1
- BRCA1 expr act = -25%
- Integrin act MD = .
- Eya2 inh = .
- TRPV1 agonist = .

The list continues.
SMILES,BRCA1 expr act,Integrin act MD,Eya2 inh,TRPV1 agonist
COc1ccc(CN2CCN(C(=O)Cc3ccccc3)CC2)cc1OC,-10%,11%,.,.
O=C(Cc1cccs1)N1Cc2ccccc2-n2nncc2C1,9%,14%,.,.
O=C(c1cc(Cl)cc(Cl)c1)N1Cc2ccccc2-n2nncc2C1,1%,16%,.,.
O=C(NCC1=C(c2ccc3ccccc3c2)C[C@@H]2CC[C@H]1N2Cc1ccco1)c1cccnc1,-9%,-18%,.,.
CCOC(=O)c1cccc(C2=C(CNC(=O)c3ccncc3)[C@H]3CC[C@@H](C2)N3Cc2ccccc2)c1,8%,-46%[inhibitor],.,.
O=C(O)C(O)(c1ccc(Cl)cc1)C1(O)CCCC1 (centres undefined),17%,24%,.,.
COc1ccc(C(CC(C)=O)c2c(O)c3ccccc3oc2=O)cc1OC (centres undefined),-1%,-12%,.,.
COc1ccc(C(=O)CC(c2ccc(OC)c(OC)c2)c2c(O)c3ccccc3oc2=O)cc1OC (centres undefined),0%,14%,.,.
Cc1ccccc1C(=O)N1Cc2ccccc2-n2nncc2C1,5%,9%,.,.
c1cc2c(c(NC3=NCCCS3)c1)CCCC2,10%,-6%,.,.
CCOC(=O)c1cccc(C2=C(CNC(=O)c3nccs3)[C@H]3CC[C@@H](C2)N3Cc2ccccc2)c1,-6%,-8%,.,.
CCCOc1ccccc1OCC(=O)N1CCN(CC(=O)N2CCOCC2)CC1,3%,3%,.,.

Results in TRPV1 agonist and BRCA1 expr act, for some of the entries so far:
smiles	TRPV1 agonist	BRCA1 expr act
CCOC(=O)c1cccc(C2=C(CNC(=O)c3nccs3)[C@H]3CC[C@@H](C2)N3Cc2ccccc2)c1	.	-6%
COc1ccc(C(=O)CC(c2ccc(OC)c(OC)c2)c2c(O)c3ccccc3oc2=O)cc1OC (centres undefined)	.	0%
CCOC(=O)c1cccc(C2=C(CNC(=O)c3ccncc3)[C@H]3CC[C@@H](C2)N3Cc2ccccc2)c1	.	8%
CCCOc1ccccc1OCC(=O)N1CCN(CC(=O)N2CCOCC2)CC1	.	3%
O=C(NCC1=C(c2ccc3ccccc3c2)C[C@@H]2CC[C@H]1N2Cc1ccco1)c1cccnc1	.	-9%
COc1ccc(CN2CCN(C(=O)Cc3ccccc3)CC2)cc1OC	.	-10%
O=C(O)C(O)(c1ccc(Cl)cc1)C1(O)CCCC1 (centres undefined)	.	17%

Other results follow:
Assay codes – A = BRCA1 expr act; B = Integrin act MD; C = Eya2 inh; D = TRPV1 agonist
> C[C@@H]1CN([C@@H](C)CO)C(=O)CCCn2nncc2CO[C@@H]1CN(C)C(=O)Oc1ccc2ccccc2c1
  A = 5%; B = -15%; C = .; D = .
> C[C@@H]1CN([C@@H](C)CO)C(=O)CCCn2nncc2CO[C@@H]1CN(C)C(=O)Oc1cccc2ccccc12
  A = 4%; B = -4%; C = .; D = .
> O=C(CCN1CC=C(c2ccccc2)CC1)NCc1ccccc1
  A = 9%; B = -16%; C = .; D = .
> O=C(NC(=S)N1CC1)c1ccccc1
  A = -8%; B = 9%; C = .; D = .
> O=c1c2ccccc2[nH]c(=S)n1-c1cccc(Cl)c1
  A = 3%; B = -12%; C = .; D = .
> O=C(c1cccs1)N1CCC(C(=O)O)(c2ccccc2)CC1
  A = .; B = -8%; C = .; D = .
> CCc1cc2c(cc1-c1csc(C/C(N)=N/O)n1)C(C)(C)CCC2(C)C
  A = -51%; B = 0%; C = .; D = .
> CS(=O)(=O)c1ccc(C2=C(CNC(=O)c3cccnc3)[C@H]3CC[C@@H](C2)N3Cc2ccccc2)cc1
  A = 2%; B = -4%; C = .; D = .
> COc1cccc(C)c1NC1=NCCO1
  A = 13%; B = -8%; C = .; D = .
> CCOC(=O)CNC(=O)N1Cc2ccccc2-n2nncc2C1
  A = 4%; B = 15%; C = .; D = .
> COC(=O)C1=C(c2ccccc2OCc2ccccc2)C[C@@H]2CC[C@H]1N2C
  A = 38%; B = -39%; C = .; D = .
> COC(=O)C1=C(c2ccc(OCc3ccccc3)cc2)C[C@@H]2CC[C@H]1N2C(=O)NCc1ccc(F)cc1
  A = -49%; B = -43%; C = .; D = .
> c1ccc2[nH]c(CCN3CCCCC3)nc2c1
  A = 6%; B = 18%; C = .; D = .
> COc1ccc(C(SCC(NC(=O)OCc2ccccc2)C(=O)O)c2ccc(OC)cc2)cc1 (centres undefined)
  A = 24%; B = 8%; C = .; D = .
> Cc1ccccc1S(=O)(=O)N(C)C[C@@H]1OCc2ccccc2-c2c(n(C)c3ccccc23)C(=O)N([C@H](C)CO)C[C@@H]1C
  A = -60%; B = -59%[inhibitor]; C = .; D = .
> CS(=O)(=O)c1ccc(C2=C(CNC(=O)c3ccncc3)[C@H]3CC[C@@H](C2)N3CCOc2ccccc2)cc1
  A = 3%; B = 9%; C = .; D = .
> COc1ccc(OC(=O)N(C)C[C@@H]2OCc3cnnn3CCCC(=O)N([C@H](C)CO)C[C@H]2C)cc1
  A = 6%; B = 1%; C = .; D = .
> C[C@@H]1CN([C@H](C)CO)C(=O)CCCn2nncc2CO[C@H]1CN(C)C(=O)Oc1ccc2ccccc2c1
  A = 2%; B = 15%; C = .; D = .
> Cc1cccc(NC(=O)Oc2ccc(Cl)c3cccnc23)c1
  A = -42%; B = -46%[inhibitor]; C = .; D = .
> Cc1ccc(OC(=O)N(C)C[C@@H]2OCc3cnnn3CCCC(=O)N([C@H](C)CO)C[C@@H]2C)cc1
  A = 1%; B = -9%; C = .; D = .
> O=c1c2ccccc2[nH]c(=S)n1-c1cccc(C(F)(F)F)c1
  A = -16%; B = 3%; C = .; D = .
> CN(C)C1CCc2[nH]c3c(F)cc(F)cc3c2C1 (centres undefined)
  A = .; B = -38%; C = .; D = .
> O=C(c1cccnc1)N1Cc2ccccc2-n2nncc2C1
  A = -22%; B = 2%; C = .; D = .
> C[C@H](CO)N1C[C@H](C)[C@@H](CN(C)C(=O)Oc2ccc3ccccc3c2)OCc2cn(nn2)CCCC1=O
  A = 9%; B = 8%; C = .; D = .
> CS(=O)(=O)c1ccc(C2=C(CNC(=O)c3nccs3)[C@H]3CC[C@@H](C2)N3Cc2ccco2)cc1
  A = 1%; B = 21%; C = .; D = .
> Cc1ccc(OC(=O)N(C)C[C@@H]2OCc3cnnn3CCCC(=O)N([C@@H](C)CO)C[C@@H]2C)cc1
  A = 4%; B = -24%; C = .; D = .
> CC(Cc1ccc(O)cc1)NCC(O)c1ccc(O)c(O)c1 (centres undefined)
  A = -9%; B = -8%; C = .; D = .
> Cc1ncoc1C(=O)NCC1=C(c2ccc3ccccc3c2)C[C@@H]2CC[C@H]1N2Cc1ccco1
  A = -8%; B = -15%; C = .; D = .
> COC(=O)C12CCc3cc(OC)ccc3C1=CC(=O)C2 (centres undefined)
  A = -6%; B = -6%; C = .; D = .
> FC(F)(F)c1cccc(NC2=NCCS2)c1
  A = 1%; B = 10%; C = .; D = .
> CCOC(=O)c1cccc(C2=C(CNC(=O)c3ccc([N+](=O)[O-])cc3)[C@H]3CC[C@@H](C2)N3Cc2ccccc2)c1
  A = -7%; B = -61%[inhibitor]; C = .; D = .

Only part of the results is shown; rates above refer to the full screens.
